Lamin A splicing – LMNA splicing modulation | HeLa LMNA splicing GFP/RFP minigene ratio, 48 h | Potency, µM (top dose mostly 46.1 µM), for inactives: top-dose ratio change, negative = inhibition, hits mostly inhibitors | actives 0.01% (n = 200,000) | AID 1487; active = well fitted inhibition curve with a large enough effect in the signal ratio, with a control signal flat, not every such curve was filed as active; inconclusive = small, poorly fitted or top-dose-only effect, or effect the other way, or a change in a side signal; the % refers to the signal ratio; also: potency is read from the fitted curve at half-maximal effect; % is scaled to controls: 0 for no effect and ±100 for the full control effect
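Read-out is the ratio of GFP to DsRed2 object intensity, acquired by 488 nm laser-scanning cytometry on HeLa lamin A-EGFP minigene reporter cells. Compound incubation 48 hrs at 37 °C in Opti-MEM with 2% FBS; DMSO 0.5% final.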
HTT cytoprotect – protects HTT-Q103 PC12 cells, measured by ATP | PC12 HTT-Q103 induced, cytoprotection, ATP luminescence, 40 h | Potency, µM (highest dose often 56.4 µM), inactives show cytoprotection (ATP increase), actives largely listed as activators | actives 0.14% (n = 230,000) | AID 1471;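 also: potency is read from the fitted curve at half-maximal effect; % of control where 0% means no effect; nearly all actives have a fitted effect of over 45% in size; toxic huntingtin expression switched on by the ecdysone agonist tebufenozide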
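Stable PC12 Q103-GFP cells in serum-supplemented, phenol red-free DMEM; induction by tebufenozide at 100 nM final; compound dose series; cell viability quantified luminescently from ATP.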
aGlu spleen mod – inhibitors or activators of human alpha-glucosidase in spleen homogenate; human spleen homogenate, 4-MU-alpha-glucoside fluorescence; actives 0.006% (n = 240,000); Potency, µM (highest dose often 79.9 µM), inactives show at the highest dose activity change, negative = inhibition, usual class: inhibitors; P10253; AID 2112;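 also: potency is read from the fitted curve at half-maximal effect; 0% = enzyme with vehicle and -100% = no enzyme basal signal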
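Enzyme source: human spleen homogenate, 1 ug/well. Buffer 50 mM citric acid/K phosphate pH 5.0, 0.01% Tween-20. 4-MU-alpha-glucoside 1 mM; 37 C x 40 min; NaOH/glycine stop; fluorescence.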
GAA inhib – inhibitors of human lysosomal alpha-glucosidase; purified human GAA, 4-MU-alpha-glucoside fluorescence; AID 1466; actives 0.005% (n = 200,000); Potency, µM (highest dose often 76.9 µM), without a hit: at the top dose activity change, negative = inhibition, most hits filed as inhibitors;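 also: potency is read from the fitted curve at half-maximal effect; plate controls were uninhibited enzyme wells for no effect and no-enzyme background for full effect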
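Endpoint fluorogenic read: 20 min room-temperature reaction of 4 nM human alpha-glucosidase with 400 uM 4-methylumbelliferyl-alpha-D-pyranoside, pH 5.0, quenched with 1M NaOH/1M glycine pH 10. AC50 from Hill modeling.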
GAA glycogen mod – GAA glycogen-cleavage inhibition or activation; P10253; recombinant GAA, glycogen substrate, Amplex Red glucose oxidase fluorescence; Potency, µM (series often up to 76.4 µM), for inactives: at the highest dose activity change, negative = inhibition, most hits filed as inhibitors; actives 0.38% (n = 300,000);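 also: potency is read from the fitted curve at half-maximal effect; 0% = full enzyme reaction and -100% = no-enzyme basal signal; the screen sought inhibitors and activators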
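Recombinant enzyme (4 nM final) with compounds titrated up to 77 uM and bovine liver glycogen (30 ug) in citrate pH 5.0, 0.01% Tween-20, 37 C 40 min. Released glucose detected by Amplex Red/glucose oxidase (Ex 573/Em 610); AC50 from Hill fits.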
CBFb-RUNX1 inh – blocks binding between human CBF-beta and RUNX1; Potency, µM (top dose mostly 59.8 µM), without a hit: at the highest dose activity, negative = inhibition, actives largely listed as inhibitors; AlphaScreen CBFb-His/RUNX1-biotin binding, biochemical; 230,000 tested, under 10 active; Q01196+Q13951; AID 1477; also: % of control where 0% means no effect
Target sequence (Q01196 whole entry, looked up): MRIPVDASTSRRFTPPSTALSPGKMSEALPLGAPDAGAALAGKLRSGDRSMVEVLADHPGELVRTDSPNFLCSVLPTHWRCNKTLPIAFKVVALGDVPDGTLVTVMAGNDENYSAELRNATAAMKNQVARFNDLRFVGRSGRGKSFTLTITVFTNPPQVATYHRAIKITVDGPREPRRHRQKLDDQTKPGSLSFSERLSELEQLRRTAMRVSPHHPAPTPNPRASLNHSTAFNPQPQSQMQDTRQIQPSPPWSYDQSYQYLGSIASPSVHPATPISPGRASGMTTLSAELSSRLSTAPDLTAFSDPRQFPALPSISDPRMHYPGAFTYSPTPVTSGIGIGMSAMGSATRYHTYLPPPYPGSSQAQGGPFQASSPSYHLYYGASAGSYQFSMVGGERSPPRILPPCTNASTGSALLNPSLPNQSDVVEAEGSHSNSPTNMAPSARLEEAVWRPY
Target sequence (Q13951 whole entry, looked up): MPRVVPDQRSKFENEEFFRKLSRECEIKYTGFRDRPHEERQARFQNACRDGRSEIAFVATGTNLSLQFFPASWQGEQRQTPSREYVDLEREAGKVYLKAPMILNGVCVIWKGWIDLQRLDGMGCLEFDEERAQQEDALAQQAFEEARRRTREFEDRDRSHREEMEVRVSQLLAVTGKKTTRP
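Inhibition was taken as any reduction in AlphaScreen signal from the CBF-beta–RUNX1 pair (His and biotin tags, 30 nM each), measured after compound (15 min) and bead (90 min) incubations at room temperature.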
HTT aggregate – mutant huntingtin aggregation inhibition; PC12 HttQ103-GFP aggregates, Acumen cytometry, 40 h; Potency, µM (titrated, usually from 46.1 µM), for the others: at the highest dose activity change, negative = inhibition, most hits filed as inhibitors; actives 1.1% (n = 220,000); AID 1688; also: potency is read from the fitted curve at half-maximal effect; % is scaled to controls: 0 for no effect and ±100 for the full control effect; nearly all actives have a fitted effect of over 60% in size
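Compounds (qHTS titration) were added to PC12 cells expressing an ecdysone-driven HTT exon 1 Q103–GFP fusion after induction with 100 nM tebufenozide. Aggregate formation was measured as GFP objects in cell lysates.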
The depositor's hits bear a star; u = inconclusive; x = no result given; & = joins results of further samples; [ ] = another dose, or the depositor's remark. Unless noted, calls follow the shape of the dose curve; as a rule, active = well fitted curve in the direction sought with a large enough effect; inconclusive = small, poorly fitted or top-dose-only effect, or another doubt; inactive = no such curve, though single readings can be large; an effect the other way counts as inactive or inconclusive.

Sample of the layout (13 entries):
SMILES	Lamin A splicing	HTT cytoprotect	aGlu spleen mod	GAA inhib	GAA glycogen mod	CBFb-RUNX1 inh	HTT aggregate
Cc1nn2cc(-c3cccc(Cl)c3)cnc2c1Cl	u	-8%[10 µM]	-1%	-11%	-8%	27%	-11%
Cc1cc(C(=O)NC2CC2)c2ccccc2n1	21%[46 µM]	-8%[10 µM]	-4%	3%	3%	12%	4%
COc1ccc(-c2noc(COc3ccc4ccccc4c3Br)n2)cc1OC	-11%	1%[0.074 µM]	3%	-27%	3%	8%	u
COc1ccc(NC(=O)Cn2cccc2)c(OC)c1	2%	1%	-10%	-4%	-24%	-3%	0%
O=S(=O)(c1ccc2ccccc2c1)N1CCN(C2CCN(Cc3ccccc3)CC2)CC1	-9%	-17%	-10%	-4%	6%	-2%	4%
O=C(CCNC(=O)c1ccc(Br)cc1)Nc1nccs1	3%[9.22 µM]	-50%[inhibitor]	1%	-1%	-1%	2%	-5%
C=CCC(c1ccccc1F)N(CCN1CCOCC1)C(=O)Nc1cccc(Cl)c1 (stereo not drawn)	5%	12%	4%	-8%	3%	6%	-11%
O=C(CSc1nc(-c2ccccc2)cs1)N1CCc2ccccc21	-3%	-15%	-1%	5%	1%	3%	3%
CC(C)(C)NC(=O)/C(=C\c1ccco1)NC(=O)c1cccs1	-7%	0%[10 µM]	3%	1%	0%	8%	5%
O=C(NCc1ccco1)c1nc2ccccc2s1	7%	2%	5%	-17%	1%	-2%	5%
CN(C)C(=O)c1ccc(NC(=O)c2ccccc2Sc2ccccc2C#N)cc1	-10%	-10%[10 µM]	-8%	-1%	9%	0%	0%
CSc1ccccc1C(=O)Nc1cc(C)cc(C)c1	-6%	-30%	-2%	-8%	-11%	9%	3%
CCO[C@H]1OC(C(=O)N2CCN(C)CC2)=C[C@@H](c2coc3ccccc3c2=O)[C@@H]1CCCO	x	-13%[10 µM]	-3%	x	9%	5%	9%[9.22 µM]

Results (from the top)
SMILES	Lamin A splicing	HTT cytoprotect	aGlu spleen mod	GAA inhib	GAA glycogen mod	CBFb-RUNX1 inh	HTT aggregate
Cc1nn2cc(-c3cccc(Cl)c3)cnc2c1Cl	u	-8%[10 µM]	-1%	-11%	-8%	27%	-11%
Cc1cc(C(=O)NC2CC2)c2ccccc2n1	21%[46 µM]	-8%[10 µM]	-4%	3%	3%	12%	4%
COc1ccc(-c2noc(COc3ccc4ccccc4c3Br)n2)cc1OC	-11%	1%[0.074 µM]	3%	-27%	3%	8%	u
COc1ccc(NC(=O)Cn2cccc2)c(OC)c1	2%	1%	-10%	-4%	-24%	-3%	0%
O=S(=O)(c1ccc2ccccc2c1)N1CCN(C2CCN(Cc3ccccc3)CC2)CC1	-9%	-17%	-10%	-4%	6%	-2%	4%
O=C(CCNC(=O)c1ccc(Br)cc1)Nc1nccs1	3%[9.22 µM]	-50%[inhibitor]	1%	-1%	-1%	2%	-5%
C=CCC(c1ccccc1F)N(CCN1CCOCC1)C(=O)Nc1cccc(Cl)c1 (stereo not drawn)	5%	12%	4%	-8%	3%	6%	-11%
O=C(CSc1nc(-c2ccccc2)cs1)N1CCc2ccccc21	-3%	-15%	-1%	5%	1%	3%	3%
CC(C)(C)NC(=O)/C(=C\c1ccco1)NC(=O)c1cccs1	-7%	0%[10 µM]	3%	1%	0%	8%	5%
O=C(NCc1ccco1)c1nc2ccccc2s1	7%	2%	5%	-17%	1%	-2%	5%
CN(C)C(=O)c1ccc(NC(=O)c2ccccc2Sc2ccccc2C#N)cc1	-10%	-10%[10 µM]	-8%	-1%	9%	0%	0%
CSc1ccccc1C(=O)Nc1cc(C)cc(C)c1	-6%	-30%	-2%	-8%	-11%	9%	3%
CCO[C@H]1OC(C(=O)N2CCN(C)CC2)=C[C@@H](c2coc3ccccc3c2=O)[C@@H]1CCCO	x	-13%[10 µM]	-3%	x	9%	5%	9%[9.22 µM]
CCCCN(Cc1ccccc1)C(=O)C1CCN(S(=O)(=O)c2c(C)noc2C)CC1	7%	-38%[inhibitor]	4%	-9%	7%	5%	5%[9.22 µM]
CN(C)S(=O)(=O)N1CCN(S(=O)(=O)N(C)C)CC1	17%	30%	1%	8%	12%	5%	-3%[1.84 µM]
O=C(CCc1ccccc1)Nc1ccc(NC(=O)C2CCCCC2)nc1	-13%[46 µM]	2%[10 µM]	3%	1%	-11%	6%	-3%[9.22 µM]
CCC(=O)Nc1nc2c(s1)COc1ccccc1-2	-14%	-14%[10 µM]	-8%	-2%	-12%	14%	-11%
O=C(CSc1nc2ccccc2c(=O)n1Cc1ccc(C(=O)NC2CC2)cc1)NCc1ccco1	u	-25%	6%	4%	2%	-4%	5%
CCN(CC)C(=O)CCSc1nnc(-c2ccncc2)o1	4%	28%[10 µM]	7%	9%	1%	12%	-1%
COc1ccc(/C=N/NC(=O)c2ccncc2)cc1CN1CCCc2ccccc21	-11%[46 µM]	-37%[inhibitor]	5%	-5%	u	u	-21%
CCc1sc2nc(SCC(=O)Nc3cc(C)on3)n(-c3cccc(OC)c3)c(=O)c2c1C	7%	-46%[inhibitor]	-6%	-13%	7%	5%	20%
COc1ccc(N2CCN(C(=O)Cc3coc4cc(C)ccc34)CC2)cc1	x	-45%	2%	-9%	-5%	-16%	u
CCC(=O)Oc1ccc(-c2nc(-c3cccnc3)no2)cc1	u	-68%[inhibitor][0.074 µM]	0%	-3%	8%	3%	7%
Cc1cc([C@](C)(N)C(=O)O)ccc1P(=O)(O)O	x	-15%	-6%	x	x	5%[21.7 µM]	x
CCC(Sc1nc(C)cc(C)n1)C(=O)Nc1ccc(S(N)(=O)=O)cc1 (stereo not drawn)	x	-6%[10 µM]	5%	x	-2%	7%	-1%[9.22 µM]
CCCn1c(SCC(=O)NC(=O)NC(C)(C)C)n[nH]c1=O	9%[46 µM]	-52%[inhibitor]	-6%	-7%	2%	21%	4%
CC(C)(C)NCC(O)COc1cccc2[nH]c(=O)[nH]c12 (stereo not drawn)	-20%	15%	-7%&-2%	x	x	7%&2%	x
Cc1nnc2nc(-c3ccccc3)nc(-c3ccccc3)n12	x	-21%[10 µM]	1%	x	-5%	9%	-21%[9.22 µM]
CN(Cc1ccc(F)cc1)Cc1nc(CCc2ccccc2)no1	x	-25%[10 µM]	7%	0%	-3%	2%	-21%[9.22 µM]
C=C(C)C(=O)Nc1cccc(C2=NOC3(C2)C[C@@H](C(N)=O)N(C(=O)C(=C)C)C3)c1 (stereo partly drawn)	x	-15%[10 µM]	4%	x	-4%	x	7%[9.22 µM]
COc1ccc(OC)c(NC(=O)C2CCCN(S(=O)(=O)c3c(C)noc3C)C2)c1 (stereo not drawn)	-7%	4%	1%	-6%	3%	5%	u
Cc1ccc2nc(C(=O)N3CCc4c([nH]c5ccccc45)C3c3ccccn3)cn2c1 (stereo not drawn)	x	38%[10 µM]	-4%	u	-3%	1%	11%[9.22 µM]
COc1ccc(S(=O)(=O)N2CCCCCC2)cc1NC(=O)c1c2c(nc3ccccc13)CCN(Cc1ccccc1)C2	2%	-12%[10 µM]	-4%	-8%	-8%	-21%	2%
CC(=O)c1cc2c(cc1NC(=O)CN1CCC(Cc3ccccc3)CC1)OCO2	8%	5%	-2%	1%	-8%	-6%	-6%
Cc1cc(C)nc(-n2cc(C(=O)c3cc(F)ccc3O)cn2)n1	-12%	6%[10 µM]	3%	5%	-6%	-5%	-18%
Cc1onc(-c2ccccc2Cl)c1C(=O)N(Cc1nc(-c2ccccc2)no1)C1CCCCC1	u	5%[10 µM]	-2%	-7%	-14%	0%	u
O=C1C(Cl)=C(Nc2ccc(F)cc2)C(=O)N1CCc1ccccc1	-8%	-16%[10 µM]	0%	3%	10%	-4%	u
Cc1ccc2c(c1)N(CC(=O)NCc1cccnc1)C(=O)CO2	5%	-3%[10 µM]	1%	4%	4%	3%	-2%
O=S1(=O)CCC(N=Cc2ccc(-c3ccc(Cl)cc3)o2)C1 (stereo not drawn)	x	-27%[10 µM]	1%	1%	-6%	0%	-15%[9.22 µM]
COc1ccc(CCC(=O)NCc2ccco2)cc1	1%	-16%[0.074 µM]	-18%	-1%	-1%	-11%	12%
O=C(CSc1ccc2nnc(-c3ccccn3)n2n1)Nc1ccc2c(c1)OCCO2	-2%	6%	-2%	1%	-31%	u	-16%
O=C(NCc1cccnc1)c1ccc(Cl)c(Cl)c1	10%	-5%[10 µM]	-8%	-11%	-12%	6%	-9%
Cc1ccccc1C(=O)NNC1=NCCC1	5%	3%	4%	-8%	2%	-2%	-6%
Clc1ccc(-c2noc(CSc3nnc(-c4ccncc4)n3-c3ccccc3)n2)cc1	u	-36%	-8%	-10%	-6%	-6%	u
COc1cccc(CN2CCCC(C(=O)c3ccc4c(c3)OCO4)C2)c1OC (stereo not drawn)	6%[46 µM]	31%[10 µM]	-1%	2%	6%	5%	15%[9.22 µM]
Cn1c(N)c(C(=O)COC(=O)C(Cc2ccccc2)NC(=O)c2ccccc2)c(=O)n(C)c1=O (stereo not drawn)	x	-17%	7%	-3%	2%	-5%	-5%
O=C(CCC1CCCC1)Nc1cccn(Cc2ccccc2Br)c1=O	x	6%[10 µM]	-3%	x	0%	22%	-2%[9.22 µM]
COc1ccc(-c2nnc(Nc3ccc(S(=O)(=O)Nc4nccs4)cc3)c3ccccc23)cc1	x	-22%	-5%	-3%	-5%	u	7%
CCOC(=O)c1sc2ncn(C(C)C(=O)OCC)c(=O)c2c1C (stereo not drawn)	-3%	-11%[10 µM]	-1%	6%	-15%	-1%	-23%
N#C/C(=C\c1ccncc1)c1nc2ccccc2[nH]1	5%[9.22 µM]	0%	2%	-4%	-10%	-11%	-12%
Cc1ccc(/C=C2/NC(=O)N(Cc3ccccc3)C2=O)s1	u	-35%	0%	-10%	1%	-3%	13%
Cc1cccc(-c2nnc(N)s2)c1	12%	5%	0%	-4%	4%	4%	-22%[9.22 µM]

Source: PubChem
